# GALK inhibitor – blocks human galactokinase activity; 0.007% of 270,000 active; AID 1868; Potency, µM (series often up to 57.5 µM), inactives show at the highest dose activity change, negative = inhibition, hits mostly inhibitors; P51570; Purified GALK, Kinase-Glo residual ATP luminescence; further: potency means the concentration at half of the fitted maximal effect; on the % scale 0 is the no-effect control and ±100 the full control effect
# Target sequence (P51570 whole entry, looked up): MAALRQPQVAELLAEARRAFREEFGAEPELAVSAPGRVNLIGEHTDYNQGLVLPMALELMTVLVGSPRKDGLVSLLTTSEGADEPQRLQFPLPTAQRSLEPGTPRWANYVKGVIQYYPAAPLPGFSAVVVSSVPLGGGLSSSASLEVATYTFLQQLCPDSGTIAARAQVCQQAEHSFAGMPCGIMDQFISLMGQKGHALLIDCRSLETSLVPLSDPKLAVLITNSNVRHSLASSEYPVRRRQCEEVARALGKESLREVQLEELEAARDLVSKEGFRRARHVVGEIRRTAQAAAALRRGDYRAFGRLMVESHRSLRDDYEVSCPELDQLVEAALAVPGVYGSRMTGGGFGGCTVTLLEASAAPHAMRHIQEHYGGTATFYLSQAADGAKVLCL
#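 Luminescence from leftover ATP (Ultra-Glo luciferase/luciferin) served as read-out after a 1 h room-temperature reaction of 5 nM GALK with 35 uM ATP and 100 uM galactose.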
# PKM2 activator – increases activity of human pyruvate kinase M2 | P14618 | purified PKM2, Kinase-Glo ATP luminescence, activation; response scale: 0% is enzyme alone, no compound | AID 1631 | Potency, µM (series often up to 57.5 µM), for the others: at the highest dose activation, usual class: activators | 0.34% of 260,000 active; further: potency means the concentration at half of the fitted maximal effect; on the % scale 0 is the no-effect control and ±100 the full control effect; nearly all actives have a fitted effect of over 55% in size
#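 Purified hPK-M2 (>95% pure) converted ADP (0.1 mM final) to ATP with 0.5 mM PEP in 50 mM imidazole pH7.2, KCl, MgCl2, Tween 20, BSA; 1 h at room temperature. ATP detected by Kinase-Glo luminescence.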
# hERG WT inh – inhibitors of human wildtype KCNH2 potassium channel; Q12809; U2OS, BacMam KCNH2, thallium flux FluxOr; stronger effect = lower value; activity change, % at 1.84 µM; 0.37% of 340,000 active; AID 720551;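 active means maximum activity change below -70%; inconclusive means maximum activity change between -70% and -50%; inactive means maximum activity change above -50%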; further: on the % scale 0 is the no-effect control and ±100 the full control effect
#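 U2OS cells transduced with wild-type KCNH2 virus are loaded with FluxOr dye for 45 min, and thallium flux is measured in kinetic reads before and after stimulation buffer. Rate constants are normalized to DMSO controls.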
# MBNL1-CUG inh – inhibitors of human MBNL1 binding to CUG repeat RNA. Q9NR56. 0.036% of 280,000 active. Potency, µM (doses to about 57.5 µM), for inactives: top-dose activity change, negative = inhibition, actives largely listed as inhibitors. AID 2675. TR-FRET MBNL1-His/biotin-(CUG)12 binding, 665/545 ratio; active means well fitted inhibition curve with a large enough effect in the signal ratio, with a control signal flat, not every such curve was filed as active; inconclusive means small, poorly fitted or top-dose-only effect, or effect the other way, or a change in a side signal; inactive means no such curve, though single readings can be large or run the other way; the % refers to the signal ratio; further: potency means the concentration at half of the fitted maximal effect; on the % scale 0 is the no-effect control and ±100 the full control effect
# Target sequence (Q9NR56 whole entry, looked up): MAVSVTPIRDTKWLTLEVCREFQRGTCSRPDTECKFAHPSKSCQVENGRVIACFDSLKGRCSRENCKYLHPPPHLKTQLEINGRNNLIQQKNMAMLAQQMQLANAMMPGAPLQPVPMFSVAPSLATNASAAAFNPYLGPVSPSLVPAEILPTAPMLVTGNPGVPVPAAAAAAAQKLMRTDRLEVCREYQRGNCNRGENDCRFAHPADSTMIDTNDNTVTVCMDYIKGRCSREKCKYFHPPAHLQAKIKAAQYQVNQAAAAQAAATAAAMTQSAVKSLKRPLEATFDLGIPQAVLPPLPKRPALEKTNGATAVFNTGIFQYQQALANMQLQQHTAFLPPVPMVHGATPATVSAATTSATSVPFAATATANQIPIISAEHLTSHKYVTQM
#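 MBNL1-His + Biotin-(CUG)12, cpd titration 92 nM–58 uM; Tb anti-His Ab 0.055 ng/ul, SA-XL665 5 nM (final); 60 min RT; ratiometric 665/545 nm, Ex 340 nm; normalized to buffer and full-complex controls.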
# TSHR antagonist – blocks TSH signaling through the human TSH receptor; TSHR-expressing cells, TSH-stimulated cAMP HTRF, 2 h; stronger effect = lower value; P16473; activity change, negative = inhibition, % at 11.5 µM; 0.2% of 330,000 active;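 active means activity change below a set negative limit, meaning inhibition stronger than a set level, cut at about -70% in these data; inconclusive means activity change between two set negative limits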; further: on the % scale 0 is the no-effect control and ±100 the full control effect
#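 TSHR-expressing cells, 200/well, pre-treated with compound, then stimulated with EC80 TSH (4nM final) for 2 hours at 37 deg C. cAMP measured by competitive HTRF: anti-cAMP cryptate antibody in lysis buffer plus cAMP-d2, read after 30 minutes at room temperature.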
# Mito fusion yeast – inhibitors of mitochondrial division or activators of mitochondrial fusion; S. cerevisiae fusion-defective mutant growth rescue, CellTiterGlo 48 h; Potency, µM (doses to about 46.1 µM), inactives show at the top dose growth rescue (activation), hits mostly activators; 0.23% of 320,000 active;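 further: potency means the concentration at half of the fitted maximal effect; % of control where 0% means no effect; nearly all actives have a fitted effect of over 45% in size; temperature-sensitive fusion mutants such as fzo1-1 at 37 °C on non-fermentable ethanol glycerol medium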
#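 Growth-rescue viability read-out: after 48 h at the non-permissive 37C in glycerol/ethanol YPEG, yeast mitochondrial fusion mutants are measured by CellTiterGlo luminescence; compounds (23 nl pinned per well) restoring growth score as division inhibitors or fusion activators.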
# S-ASM inh – inhibitors of human secretory acid sphingomyelinase. placental ASM, HMU-PC fluorogenic substrate, 60 min. Potency, µM (highest dose often 57.5 µM), for inactives: at the highest dose activity change, negative = inhibition, most hits filed as inhibitors. 0.006% of 340,000 active. AID 504937; further: potency means the concentration at half of the fitted maximal effect
#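 Steps: dispense placental human ASM, pin compound, wait 10 min at room temperature, add HMU-PC0 substrate at 9 uM final, incubate 60 min at 37 °C, add stop solution raising pH to 10, read fluorescence.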
# Chronic BCR inh – chronic active BCR signaling inhibition; ABC-DLBCL IkBa-CBG/CBR reporter, luminescence ratio, 4 h; 0.05% of 340,000 active; Potency, µM (doses to about 46.1 µM), for the others: top-dose ratio change, negative = lower green/red ratio, actives largely listed as inhibitors; active means well fitted inhibition curve with a large enough effect in the signal ratio, with a control signal flat, not every such curve was filed as active; inconclusive means small, poorly fitted or top-dose-only effect, or effect the other way, or a change in a side signal; the % refers to the signal ratio;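 further: potency means the concentration at half of the fitted maximal effect; plate controls were basal doxycycline-induced cells for no effect and cells given 10 µM MG132 for full effect; MG132 reads +100%, hits lower the ratio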
#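 Concentration-response series (up to 46 uM) were applied to TMD8 dual-reporter cells for 4 h at 37C with doxycycline. Green/red ratio, after filter-overlap correction, defined %Activity; red signal alone was normalised to basal cells and zero luminescence.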
# Menin-MLL TR inh – inhibitors of human menin-MLL interaction, mutant MLL peptide; Potency, µM (series often up to 61.6 µM), for inactives: top-dose FP activity change, negative = inhibition, hits mostly inhibitors; O00255; 0.23% of 270,000 active; Menin + Texas Red MLL mutant peptide, fluorescence polarization; active means well fitted inhibition curve with a large enough effect in the polarisation, with a control signal flat, not every such curve was filed as active; inconclusive means small, poorly fitted or top-dose-only effect, or effect the other way, or a change in a side signal; inactive means no such curve, though single readings can be large or run the other way; the % refers to the polarisation; further: potency means the concentration at half of the fitted maximal effect; % of control where 0% means no effect; many of its hits are not listed in these tables
# USP2a block – inhibitors of human ubiquitin-specific protease USP2a | USP2 core, Ub-CHOP2 coupled fluorogenic reporter, 485/531 | Potency, µM (doses to about 38.3 µM), for the others: top-dose activity change, negative = inhibition, hits mostly inhibitors | 0.01% of 330,000 active;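 further: potency means the concentration at half of the fitted maximal effect; plate controls were DMSO wells for no effect and full inhibition by NEM control for full effect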
#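 USP2 core (10nM final) preincubated 30min RT with compound in 20mM Tris-HCl pH 8.0, 2mM CaCl2, 2mM beta-mercaptoethanol, 0.05% CHAPS; 25nM Ub-CHOP2 plus 25nM reporter substrate added, fluorescence (Ex485/Em531) read after 60min.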
# Eya2 phos inh – Eya2 (human) phosphatase inhibition; O00167; Potency, µM (highest dose often 76.9 µM), for inactives: at the highest dose activity, negative = inhibition, most hits filed as inhibitors; AID 488837; recombinant Eya2, OMFP fluorescence dephosphorylation (OMFP is methylfluorescein phosphate); 0.006% of 330,000 active; further: potency means the concentration at half of the fitted maximal effect; on the % scale 0 is the no-effect control and ±100 the full control effect
#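 Eya2 protein (added as 0.2 uM solution) was preincubated with compound for 10 min at ambient temperature in 50 mM HEPES pH 7.5, 50 mM NaCl, 5 uM MgCl2, 0.05% BSA, 1 mM DTT. OMFP (added at 50 uM) then reacted 10 min; fluorescence read at 485/525 nm.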
# * = called active by the depositor; i = inactive; ? = inconclusive; nt = no result given; [ ] = remark or other dose. Unless noted, the call rests on the fitted dose curve; in most records, active means well fitted curve in the direction sought with a large enough effect; inconclusive means small, poorly fitted or top-dose-only effect, or another doubt; inactive means no such curve, though single readings can be large; an effect the other way counts as inactive or inconclusive.
SMILES,GALK inhibitor,PKM2 activator,hERG WT inh,MBNL1-CUG inh,TSHR antagonist,Mito fusion yeast,S-ASM inh,Chronic BCR inh,Menin-MLL TR inh,USP2a block,Eya2 phos inh
O=[N+]([O-])/C=C/c1cn(Cc2ccc(F)cc2)c2ccccc12,1%,5%,-24,0%,3,-24%,?,?,34%[activator],-10%,6%
O=C(O)C1=C(C(=O)Nc2cc(C(F)(F)F)ccc2Cl)CCCC1,4%,1%,-10,0%,-4,0%,2%,0%,-1%,3%,1%
CC1CN(C(=O)c2cccc(S(=O)(=O)N3CCN(c4ccccc4)CC3)c2)CC(C)O1 (configuration not stated),nt,nt,1,nt,-11,4%,4%,-5%,nt,2%,-1%
CCOC(=O)N1CCN(CC(=O)Nc2nc3ccccc3s2)CC1,2%,15%,3,-6%,1,1%,-3%,0%,-4%,-1%,1%
C=CCN(c1ccc(OC)cc1)S(=O)(=O)c1ccc(Cl)c(C(=O)OCC(=O)NC2CC2)c1,-1%,-2%,-2,1%,-4,-2%,-2%,?,-7%,-2%,-5%
Clc1ccc(CSc2nnc(/C=C/c3ccccc3)o2)c(Cl)c1,0%,-1%,-29,5%,9,-2%,-9%,3%,0%,0%,-5%
CCN1CCc2c(OCC(=O)N3CCc4ccccc43)cccc2C1=O,-2%,-20%,nt,0%,-10,-5%,nt,-15%,-12%,0%,-5%
COCC(=O)OCC(=O)N1N=C(c2ccc(Cl)cc2)CC1c1ccco1 (configuration not stated),10%,3%,-13,nt,-3,-5%,0%,-23%,-26%,0%,2%
COc1ccc(CNC(=O)C2CCN(S(=O)(=O)N3CCCC3)CC2)cc1,5%,nt,4,4%,2,-10%,3%,-14%,nt,2%,4%
COc1ccc(-n2nc(C(=O)NCC(=O)Nc3cccc(Cl)c3)c3ccccc3c2=O)cc1OC,5%,3%,-6,?,112,-3%,-1%,-4%,?,-1%,0%
CCOC(=O)Cc1nn2c(=O)cc(C)nc2s1,-2%,?,-17,-2%,-1,-10%,8%,-3%,14%,3%,-14%
O=C1N=c2ccccc2=C1c1sc(NS(=O)(=O)c2ccccc2)nc1O,6%,-4%,i,?,16,-3%,0%,?,?,-2%,-16%
COC(=O)c1ccc(/C=N/Nc2nc(-c3ccc(C)cc3)cs2)cc1,-1%,8%,9,0%,-6,0%,2%,4%,?,1%,0%
O=C1CC(c2ccc(F)cc2)Cc2nc(NCc3ccco3)ncc21 (configuration not stated),2%,1%,14,21%,-5,0%,3%,0%,7%,1%,4%
Clc1cc(Cl)c(OCCCCn2cncn2)c(Cl)c1,7%,0%,-8,5%,-2,-5%,0%,-3%,-15%,-2%,-12%
O=c1cc([O-])[n+]2c3n1CCCN3CCC2,1%,1%,-25,2%,3,-3%,2%,0%,10%,-1%,1%
CSc1ncccc1C(=O)OCC(=O)N1CCc2ccccc21,nt,nt,-1,nt,3,nt,-3%,0%,nt,2%,3%
COc1cccc(CNC(=O)CCCc2nnc3n(C)c(=O)c4sccc4n23)c1,4%,nt,4,-6%,11,1%,1%,-5%,nt,1%,-6%
C=CCOC(=O)C1=C[C@H](c2ccc(C(F)(F)F)cc2)[C@@H](CCCO)[C@H](OCC)O1,2%,-4%,nt,-7%,4,-1%,-6%,?,?,0%,-22%
COc1ccc(C(=O)Nc2sc(C(=O)N(C)C)c(C)c2C#N)cc1[N+](=O)[O-],nt,-13%,-1,?,-2,14%,3%,?,5%,0%,5%
Cc1[nH]c(SCC(=O)Nc2cc(S(C)(=O)=O)ccc2Cl)nc1Cc1ccccc1,nt,nt,1,nt,27,-28%,-1%,-3%,nt,-9%,-4%
Cc1cn2c(N)c(C=C3C=C(Cl)C(=O)C(Cl)=C3)c(=O)nc2s1,-1%,-9%,-2,0%,-9,0%,-2%,9%,?,1%,17%
CC(=O)c1cccc(NC(=O)C(CC(C)C)NC(=O)C2CCCCC2)c1 (configuration not stated),0%,-2%,-10,-2%,24,12%,4%,3%,-5%,-1%,-13%
Fc1ccccc1-c1n[nH]c(=S)n1C1CC1,-2%,-6%,nt,1%,-17,-12%,nt,-1%,-15%,0%,-1%
CC1Cc2ccccc2N1C(=S)NC(=O)c1ccco1 (configuration not stated),8%,-7%,12,0%,17,7%,6%,0%,8%,1%,10%

# Other results
SMILES,GALK inhibitor,PKM2 activator,hERG WT inh,MBNL1-CUG inh,TSHR antagonist,Mito fusion yeast,S-ASM inh,Chronic BCR inh,Menin-MLL TR inh,USP2a block,Eya2 phos inh
O=C(Cn1nnc2ccccc2c1=O)NCc1ccco1,0%,-1%,-2,?,3,-2%,6%,-1%,-4%,0%,12%
O=C(CN1CCN(Cc2cccc3ccccc23)CC1)NCCc1ccccc1,-1%,nt,6,-4%,-6,-11%,0%,-2%,?,-4%,4%
O=C(Cn1ncc2c1-c1ccccc1OC2)N1CCN(Cc2ccccc2)CC1,-2%,11%,-6,-9%,-2,3%,0%,-19%,nt,-1%,-7%
Cc1nn(-c2ccccc2)cc1/C=N/NS(=O)(=O)c1ccccc1,2%,4%,-3,11%,-6,-4%,-7%,?,4%,4%,0%
O=C(CSc1n[nH]c(-c2cccnc2)n1)Nc1ccc([N+](=O)[O-])cc1,-3%,-7%,62,?,-11,-9%,-1%,-3%,22%,2%,4%
O=C(CCC1CCCC1)NCCS(=O)(=O)N1CCN(c2ccc(F)cc2)CC1,nt,nt,13,nt,0,12%,1%,-11%,nt,1%,-7%
Cc1ccc(C(C)C)c(OCC(=O)Nc2ccc3c(c2)nc(CCN2CCCCC2)n3C)c1,-2%,nt,48,5%,-16,25%,-17%,?,?,0%,-3%
CCOC(=O)C(O)(CC(=O)Nc1ccc(Cl)cc1Cl)C(F)(F)F (configuration not stated),1%,11%,-8,-7%,6,-2%,6%,19%,29%,3%,5%
CCCCOC(=O)c1ccc(NC(=O)c2nn(C)cc2Br)cc1,-3%,7%,-23,-10%,-19,?,-18%,-11%,?,-6%,-14%
CC(C)C(=O)Nc1ccc(C(=O)NNC(=O)c2ccco2)cc1,-1%,3%,18,-4%,21,-3%,4%,9%,16%,-1%,18%
COc1cccc(NC(=O)CN(C)CC(=O)Nc2ccccc2-c2ccccc2)c1,0%,0%,2,-4%,-4,6%,0%,0%,-26%,0%,5%
CCOc1ccccc1NC(=S)N1CCN(c2ccc(O)cc2)CC1,1%,nt,-3,-5%,-1,-19%,7%,0%,11%,1%,0%
CC1(C)CC(=O)C(C=NCC2CCN(C(=S)Nc3cccc(Cl)c3)CC2)=C(O)C1,-2%,-4%,-2,1%,-10,3%,3%,1%,13%,1%,?
O=C(CCN1CCOCC1)Nc1ccc2c(c1)N(C(=O)CN1CCOCC1)c1ccccc1CC2,-4%,-1%,11,5%,1,-2%,4%,?,-22%,-1%,-1%
O=C(CNC(=O)c1ccco1)Nc1ccc(Cl)cc1,1%,nt,4,4%,-5,1%,4%,0%,28%,1%,-18%
CC(C)n1cnc2c(Nc3ccc(F)c(Cl)c3)nc(NCCO)nc21,nt,0%,2,-1%,-4,6%,-5%,?,23%,4%,-7%
CCCSc1nc2c(c(=O)n(C)c(=O)n2C)n1C,1%,-11%,6,1%,6,21%,-5%,3%,?,-4%,-8%
C=CCOc1ccc(C2CC(C)=NN2c2ccccc2)cc1 (configuration not stated),2%,-3%,0,-11%,8,17%,5%,?,-8%,0%,-9%
CC(=O)NCCn1c(SCC(=O)NC2CCCCC2)nc2ccccc2c1=O,-2%,-2%,-9,0%,-6,-1%,13%,8%,1%,0%,3%
O=C(C1=C[C@H](C2CCCCC2)C[C@H](OCc2ccc(CO)cc2)O1)N1CCOCC1,-2%,0%,10,-5%,1,2%,3%,-16%,?,3%,-8%
CCN(C(=O)c1ccc2c(SCC(=O)O)c3c(nc2c1)CCC3)c1cc(Cl)ccc1OC,0%,nt,7,12%,-10,-10%,8%,?,nt,1%,-15%
FC(F)(F)c1ccc(Cl)c(NC(=S)N/N=C/c2ccccc2Cl)c1,0%,2%,22,2%,-4,-3%,-1%,-3%,nt,-1%,16%

# Source: PubChem (National Center for Advancing Translational Sciences (NCATS))

# Only part of the results is shown. The share of hits here may be higher or lower than overall.
